# NCOA2 inhibitor = inhibition of GAL4-SRC2 driven luciferase reporter, primary screen, SRC2 inhibitor project, cell-based, luminescence; HEK293 GAL4-SRC2 luciferase reporter; inhibition, % at 9 µM; 370,000 compounds, 0.17% hits;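 active = inhibition above the mean inhibition of all tested compounds plus 3 SD, set per campaign, cut at about 52% in these data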;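 also: 0% = DMSO treated cells and 100% = cells given Gossypol at 36 µM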
# TLR9-MyD88 inh = inhibitors of TLR9-MyD88 association in cells, primary screen, cell-based, CHO, BLA complementation, fluorescence | Toll-like receptor 9 (Homo sapiens) + Myeloid differentiation primary response protein … | inhibition, % at 4.98 µM | CCF4 FRET ratio | AID 504734, 2011 | 340,000 compounds, 0.21% hits;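 active = inhibition above the mean over all tested compounds plus 3 SD, cut at about 21% in these data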;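 also: 0% = DMSO only wells and 100% = clavulanate BLA inhibitor control wells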
# NCOA1 inh = SRC1 coactivator transcriptional activity inhibitors, primary screen, cell-based, luminescence; inhibition, % at 3.6 µM; HEK293 GAL4-SRC1 luciferase reporter; AID 588354, 2011; Nuclear receptor coactivator 1 (Homo sapiens), Q15788; 360,000 compounds, 0.12% hits;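 active = inhibition above the campaign mean plus 3 SD, with each screening campaign given its own cutoff, cut at about 60% in these data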;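 also: 0% = DMSO treated cells and 100% = gossypol at 36 µM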
# TROY NFkB inh = inhibitors of TROY-driven NF-kB signaling, primary screen, Q293 LMP1-TROYcd cells, NF-kB luciferase, uHTS. Q293 LMP1-TROYcd NF-kB luciferase reporter, 4 h. AID 1347056, 2019. inhibition, % at 10 µM. 360,000 compounds, 0.98% hits;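 active = compounds whose plate-normalised and pattern-corrected inhibition of the luciferase reporter signal at the single screening dose is 50% or more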
# NOD2-RIPK2 inh = NOD2-RIPK2 binding disruptors in cells, primary screen, fluorescence, CHO cells, BLA complementation. CCF4 ratio. inhibition, % at 4.98 µM. 360,000 compounds, 0.38% hits; in the data active = inhibition above about 21%;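 also: 0% = vehicle only and 100% = reference blocker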
# SRC3 inh = SRC3 coactivator transcriptional activity inhibitors, primary screen, cell-based, luminescence. inhibition, % at 3.6 µM. Nuclear receptor coactivator 3 (Homo sapiens), Q9Y6Q9. HEK293 GAL4-SRC3 luciferase reporter. 360,000 compounds, 0.17% hits;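 active = inhibition above a per-campaign cutoff, the mean of all compounds plus 3 SD, cut at about 60% in these data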;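 also: 0% = DMSO-treated cells and 100% = gossypol-treated cells at 36 µM; higher means less SRC3-driven luciferase light from the GAL4 reporter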
# Target sequence (Q9Y6Q9 whole entry, looked up, the tested form may be a part): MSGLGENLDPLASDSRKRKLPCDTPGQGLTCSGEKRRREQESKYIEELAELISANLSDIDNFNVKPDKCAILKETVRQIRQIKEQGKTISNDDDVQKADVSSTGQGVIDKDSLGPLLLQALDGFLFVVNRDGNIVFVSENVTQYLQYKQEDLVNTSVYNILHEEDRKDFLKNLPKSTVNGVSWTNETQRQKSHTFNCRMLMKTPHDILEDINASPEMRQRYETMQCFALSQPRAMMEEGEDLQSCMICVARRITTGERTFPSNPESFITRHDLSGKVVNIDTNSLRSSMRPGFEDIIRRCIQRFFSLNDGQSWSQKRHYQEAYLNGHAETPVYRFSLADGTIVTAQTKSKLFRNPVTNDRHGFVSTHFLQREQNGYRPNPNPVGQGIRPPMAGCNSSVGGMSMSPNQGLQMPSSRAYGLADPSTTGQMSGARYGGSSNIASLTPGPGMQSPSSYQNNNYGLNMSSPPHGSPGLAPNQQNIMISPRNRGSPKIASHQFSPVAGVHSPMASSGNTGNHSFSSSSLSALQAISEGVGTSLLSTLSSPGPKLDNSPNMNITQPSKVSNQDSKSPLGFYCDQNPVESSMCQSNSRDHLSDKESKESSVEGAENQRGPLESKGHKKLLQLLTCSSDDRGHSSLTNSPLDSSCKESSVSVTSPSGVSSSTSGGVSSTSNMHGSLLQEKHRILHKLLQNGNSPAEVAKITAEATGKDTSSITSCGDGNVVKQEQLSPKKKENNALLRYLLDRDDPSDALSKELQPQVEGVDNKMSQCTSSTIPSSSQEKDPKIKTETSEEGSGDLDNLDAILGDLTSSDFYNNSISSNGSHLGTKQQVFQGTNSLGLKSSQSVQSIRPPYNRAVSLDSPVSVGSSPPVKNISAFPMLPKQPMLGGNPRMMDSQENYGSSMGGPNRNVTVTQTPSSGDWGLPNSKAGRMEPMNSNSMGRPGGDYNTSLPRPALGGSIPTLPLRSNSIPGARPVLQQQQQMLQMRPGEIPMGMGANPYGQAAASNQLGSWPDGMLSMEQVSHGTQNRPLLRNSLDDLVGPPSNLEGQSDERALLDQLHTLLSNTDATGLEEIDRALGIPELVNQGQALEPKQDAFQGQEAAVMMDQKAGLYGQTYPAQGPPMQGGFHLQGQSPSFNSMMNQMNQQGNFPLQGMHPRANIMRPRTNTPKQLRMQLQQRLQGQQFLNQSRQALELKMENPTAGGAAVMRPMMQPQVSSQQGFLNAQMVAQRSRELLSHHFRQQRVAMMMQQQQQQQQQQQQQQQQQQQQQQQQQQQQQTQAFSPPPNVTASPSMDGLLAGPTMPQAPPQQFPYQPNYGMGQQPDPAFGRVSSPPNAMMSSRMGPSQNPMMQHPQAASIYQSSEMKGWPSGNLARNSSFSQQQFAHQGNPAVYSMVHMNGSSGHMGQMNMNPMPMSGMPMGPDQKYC
# NR5A2 inv ag = LRH-1 (NR5A2) inverse agonists, primary screen, cell-based, luminescence, HEK293T, StAR-luciferase reporter | 360,000 compounds, 0.13% hits | inhibition, % at 3.6 µM | LRH-1 transfected, 24 h | Nuclear receptor subfamily 5 group A member 2 (Homo sapiens), O00482;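 active = inhibition above the mean inhibition of all tested compounds plus 3 SD, cut at about 73% in these data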;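 also: 0% = DMSO wells and 100% = reporter-only cells lacking LRH-1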
# COUP-TFII inh = NR2F2 transcriptional activity inhibitors, primary screen, cell-based, luciferase reporter, HEK293T, luminescence; HEK293T NGFI-A luciferase reporter; inhibition, % at 8.6 µM; COUP transcription factor 2 (Homo sapiens), P24468; 370,000 compounds, 0.7% hits;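 active = inhibition above a per-plate cutoff, mean inhibition of test wells between control levels plus 3 SD, cut at about 38% in these data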;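 also: cells cotransfected with COUP-TFII expression vector driving the NGFI-A reporter; 0% = median of COUP-TF2 test wells and 100% = reporter-only cells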
# Granule exo inh = LAMP-1 surface exposure blockers, TALL-104 cells – cell-based, flow cytometry, MLPCN library, primary screen. inhibition, % at 10 µM. 360,000 compounds, 0.66% hits. AID 651702, 2012. TALL-104 LAMP-1 surface exposure; cells stimulated with thapsigargin and PMA;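 active = inhibition above about 55%, limit read from the data; inconclusive = no clear call, values can overlap the other calls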
# TWEAK-Fn14 inh = inhibitors of TWEAK-Fn14 signaling, primary screen, luciferase reporter cells, uHTS; AID 1159606, 2016; 360,000 compounds, 2% hits; inhibition, % at 10 µM; TWEAK-stimulated Fn14 reporter cells, luciferase luminescence, 8 h; in the data active = inhibition above about 50%
# ABHD5-PLIN5 inh = ABHD5-PLIN5 interaction inhibitors, primary screen, cell lysate, split luciferase complementation, luminescence; Perilipin-5 (Homo sapiens) + 1-acylglycerol-3-phosphate O-acyltransferase ABHD5 (Homo …; Split G. princeps luciferase complementation, 4 h; inhibition, % at 4 µM; 360,000 compounds, 0.78% hits; AID 602281, 2012;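 active = inhibition above the mean inhibition across every tested compound plus 3 SD, cut at about 22% in these data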;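 also: 0% = DMSO only wells and the 100% control is not disclosed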
# Active calls of the source: *; ? = inconclusive; . = no result given. These rows are one share of the data (hit frequency here may not be typical).
SMILES,NCOA2 inhibitor,TLR9-MyD88 inh,NCOA1 inh,TROY NFkB inh,NOD2-RIPK2 inh,SRC3 inh,NR5A2 inv ag,COUP-TFII inh,Granule exo inh,TWEAK-Fn14 inh,ABHD5-PLIN5 inh
N#CC(C#N)=C1C=CC=CN1/C(=C\c1ccco1)C(=O)c1ccc(-c2ccccc2)cc1,21,15,-55,32,22*,-10,-11,11,28,89*,66*
Cc1ccc(S(=O)(=O)N2CCC(C(=O)NNC(=O)c3ccncc3)CC2)cc1,11,-49,5,-11,-7,19,4,3,0,5,2
COC(=O)C1ON2OC(C(=O)OC)C(C(=O)OC)C2C1CC(C)=O (stereo not given),1,-6,1,-6,5,-5,-10,8,-1,-26,4
Cc1ccc(CN2CCNC(=O)C2CC(=O)O)o1 (stereo not given),-13,7,-5,-4,11,-8,8,0,-4,9,6
N/N=C1\CCCc2c1[nH]c1ccc([N+](=O)[O-])cc21,-32,.,17,4,-10,13,4,-5,-2,5,3
CCOC(=O)C1(C)CCN1C(=O)c1ccc(C(C)(C)C)cc1 (stereo not given),3,.,-19,-17,0,-11,-32,-10,17,5,-8
CC1COc2ccccc2N1C(=O)c1ccc(Cl)cc1 (stereo not given),-22,0,-7,-3,0,18,2,2,1,6,3
COc1ccccc1NC(=O)c1sc2nc(-c3ccco3)ccc2c1N,.,42*,-21,12,34*,-3,-19,.,2,10,5
COc1ccc(-c2c(C)nn3c(Cl)c(C)c(C)nc23)cc1,14,-9,-4,-2,-5,8,3,5,0,-15,12
CCCC(=O)N1CCN(c2nc3ccc(Cl)cc3s2)CC1,-40,-8,-91,-31,-13,-49,-96,9,-1,-4,2
CCOC(=O)N1CCC(N2CCCC(C(=O)c3cccc(OC)c3)C2)CC1 (stereo not given),10,7,-5,11,-4,-9,5,14,4,-3,-4
CCN(CC)C(=O)c1sc(NC(=O)C(C)C)c(C#N)c1C,15,-3,5,-4,0,11,7,0,6,-2,-5
Cc1ccnc(SCCn2c(N3CCC(C)CC3)nc3c2c(=O)[nH]c(=O)n3C)n1,-2,6,16,0,-6,5,-30,-14,1,-5,3
COCc1cccc(-c2csc(C(C)(O)c3cccc(F)c3)n2)c1 (stereo not given),26,.,5,14,-11,-6,36,-15,-3,15,3
O=c1c2ccccc2nnn1Cc1ccc(F)cc1,-9,9,-21,10,-11,3,20,6,6,-7,-2
CCC(C(=O)N1CC2(C)CC1CC(C)(C)C2)N1C(=O)c2ccccc2C1=O (stereo not given),12,-7,6,10,6,18,24,10,12,0,-5
Nc1c(C(=O)N2CCOCC2)sc2nc3c(cc12)CCC3,-58,-4,-10,13,-1,-11,-16,-53,-2,0,-1
CCc1ccc(-n2cccc2/C=C2/C(=N)N3C(=NC2=O)SN=C3S(C)(=O)=O)cc1,-1,-2,-65,59*,-4,-11,-11,-9,-10,-6,1
O=C(c1cccc([N+](=O)[O-])c1)N1CCc2ccccc21,-11,2,-22,20,-4,5,22,-18,-2,-9,2
CC1(C2CC2)NC(=O)N(CC(=O)N2CCN(c3ccccc3)CC2)C1=O (stereo not given),11,0,-3,-17,-23,19,-14,-15,2,11,4
CCOc1ccc(CCNC(=O)c2nnc(CS(=O)(=O)c3ccccc3)o2)cc1OCC,11,0,3,2,-5,-6,15,25,-8,5,2
COc1ccc(/C=N/Nc2nc(N)cc(Cl)n2)cc1OC,-8,-8,-33,-8,-5,-24,-64,-7,-1,-6,-6
Cc1ccccc1NC(=O)CN1C(=O)CSc2ccc(S(=O)(=O)N3CCCC3)cc21,-3,11,-19,-3,-13,0,7,20,1,20,-1
O=c1[nH]c2ccccc2nc1/C=C(\O)C1CC1,-17,-2,-27,6,2,17,-11,5,4,-29,3
COCCN(Cc1ccc(OC)cc1)c1c(C)nc2ccc(C(=O)Nc3ccc(NC(C)=O)cc3)cn12,7,.,-9,-3,-8,-6,4,-3,?,-19,0
# The results go on.
SMILES,NCOA2 inhibitor,TLR9-MyD88 inh,NCOA1 inh,TROY NFkB inh,NOD2-RIPK2 inh,SRC3 inh,NR5A2 inv ag,COUP-TFII inh,Granule exo inh,TWEAK-Fn14 inh,ABHD5-PLIN5 inh
Cc1noc(/C=C/c2ccccc2F)c1S(=O)(=O)N1CCC(C(=O)N2CCN(C)CC2)CC1,-8,5,-21,-14,-2,13,-11,2,15,-19,4
COc1ccccc1N1CCN(C(=O)C2Cc3ccccc3CN2C(=O)c2ccco2)CC1 (stereo not given),-26,-10,-13,24,-17,11,14,-12,-1,5,1
COc1cc2c(cc1NC(=O)C(C)OC(=O)c1ccc(S(=O)(=O)Nc3ccccc3Cl)cc1)oc1ccccc12 (stereo not given),-18,-5,-39,0,-8,-14,-9,-5,-2,20,-1
Clc1ccccc1CSc1nnc(Cn2cnc3ccccc32)n1-c1ccccc1,-16,-9,-2,-4,3,19,-15,8,2,-3,8
COc1ccc(NC(=O)C2CCCN(c3cc(C)nc4ncnn34)C2)cc1 (stereo not given),3,18,-5,-6,1,-1,11,1,3,11,2
CC(C)[C@H](NC(=O)N1c2ccccc2NC(=O)[C@@H]1C(C)C)C(=O)N1CCC(C(=O)O)CC1,-10,1,-15,-7,3,10,-16,-9,-5,18,0
CCCCNC(=O)CS(=O)Cc1nc(-c2cccc(C)c2)oc1C (stereo not given),17,4,-4,1,-4,0,-11,5,-10,16,-4
COc1cc2c(cc1OC)CN(C(=O)CCNC(=O)c1ccc(Br)cc1)CC2,6,-7,-9,1,-16,-9,8,5,-3,-12,4
CC(C)C(=O)NCc1cc(-c2ccccc2)no1,5,2,-6,-16,6,8,-10,10,-9,3,1
CC(=O)c1cccc(NC(=O)C(C)OC(=O)c2cc(C)oc2C)c1 (stereo not given),-3,-3,7,18,-7,-3,5,-4,2,5,-2
CC(C)(C)NC(=O)C1(C)CCC(=O)N1C1CCN(Cc2ccccc2)CC1 (stereo not given),-7,.,15,-7,-11,-4,3,16,-1,-10,2
COCC1CCN(C(=O)CCc2nnc(CCCCc3ccccc3)o2)CC1,10,0,-23,-3,-4,12,-20,-5,-11,7,-2
CC(CC(=O)Nc1cc(C(F)(F)F)ccc1Cl)c1ccccc1 (stereo not given),4,-6,-12,-4,0,15,5,6,84*,1,-11
Cc1nnc(NC(=O)c2nc(S(=O)(=O)Cc3ccccc3C)ncc2Cl)s1,39,10,-55,28,11,-19,21,11,2,102*,31*
CCCNC(=O)CN(c1ccccc1)S(=O)(=O)c1ccc(OC)c(OC)c1,2,-12,-7,18,-5,10,-3,-8,1,-15,-5
COc1cc([N+](=O)[O-])cc(/C=N/NC(=O)C(O)(c2ccccc2)c2ccccc2)c1O,2,7,6,15,-2,13,-6,-4,2,2,6
CCCCCCCCCCSc1n[nH]c(NC(C)=O)n1,-15,-2,6,18,-1,0,2,3,5,6,-4
O=[N+]([O-])c1ccccc1N=Nc1c(O)[nH]c2ccc(F)cc12,-33,5,-46,-44,-4,-53,-12,-4,-3,-11,7
CCn1c(=O)cc(SCC(=O)N(C)Cc2ccccc2)c2ccccc21,-23,-12,3,-4,2,1,16,-24,0,-6,1
COc1ccc(S(=O)(=O)N/N=C(/C)c2cccc(NC(=O)c3ccccc3Cl)c2)cc1,7,-14,4,-7,-11,-5,7,-3,-2,-16,-4
C=CCn1c(N)cc(=O)nc1SCC(=O)Nc1ccc(C(=O)OCC)cc1,6,2,-5,13,-3,4,1,21,3,17,1
O=C(NC1CC1)c1cc(=O)c2ccccc2o1,-7,-3,-3,-10,7,-3,3,10,6,-6,4
Cn1c(C(=O)OC(C(=O)NC2CCCCC2)c2ccccn2)cc2sccc21 (stereo not given),1,2,-1,3,-11,-6,-1,-4,3,-5,-6
COc1ccccc1C(=O)Oc1ccc2c(c1)O/C(=C\c1ccncc1)C2=O,4,20,15,8,12,10,0,-6,-2,6,7
O=C(CCCc1nc2ccccc2s1)NC1CCOC1=O (stereo not given),-29,-5,5,3,4,2,11,16,-2,2,0
# Continuation.
SMILES,NCOA2 inhibitor,TLR9-MyD88 inh,NCOA1 inh,TROY NFkB inh,NOD2-RIPK2 inh,SRC3 inh,NR5A2 inv ag,COUP-TFII inh,Granule exo inh,TWEAK-Fn14 inh,ABHD5-PLIN5 inh
O=C(C[C@H]1C(=O)N(CCc2ccccc2)C[C@@H]1Cc1ccccc1)Nc1ccccc1,12,-6,3,22,12,-3,-2,6,-2,10,-10
COc1ccc2ccccc2c1CN1CCN(C(=O)c2ccccc2)CC1,6,-3,-5,29,14,13,6,9,2,-4,-12
O=C(NC(=S)N1CCc2ccccc21)c1ccc(Br)o1,10,-5,-7,-88,-18,5,-16,-10,0,34,4
CCOc1ccc(N(CC(=O)N2CCCCC2)S(=O)(=O)c2ccc(Cl)cc2)cc1,-30,0,-2,5,3,-16,7,15,6,-1,0
CCOC(=O)c1[nH]c2c(c1C)C(=O)CC(c1ccc(N(C)C)cc1)C2 (stereo not given),-45,-2,-21,-27,-2,-34,-37,-15,-1,8,-5
COCCCN1C(=O)C(=O)/C(=C(/O)c2ccc(S(=O)(=O)N3CCCCC3)cc2)C1c1ccc(O)c(OC)c1 (stereo not given),15,-4,3,-3,0,21,15,-2,-9,-1,1
COc1ccc(CCNC(=O)c2c(C)nn(-c3ccccc3)c2Cl)cc1OC,0,10,-9,-6,-5,-14,4,-8,-5,-3,-10
Cc1cc(C(=O)CSc2nnc(-c3ccccc3)n2C)c(C)n1C,-18,-8,0,-5,3,5,4,15,0,-9,1
CN(C)CC#Cc1cncc(C(=O)NNC(=O)Nc2ccc(Cl)cc2)c1,-9,1,2,6,-1,19,12,18,-2,4,-6
Cc1ccnc2nc(C(=O)OCC(=O)Nc3ccc4c(c3)OC(F)(F)O4)nn12,17,1,12,-11,-12,3,22,3,-2,-13,-1
NC(=O)c1ccsc1NC(=O)c1ccc2c(c1)CCCC2,-41,-4,-66,20,1,-93,-63,-22,1,48,-1
